# Screening results: PubChem, National Center for Advancing Translational Sciences (NCATS)
# EPAC1 ag: qHTS for Agonist of cAMP-regulated guanine nucleotide exchange factor 3 (EPAC1): primary screen | hit rate 0.073% among 360,000 | Rap guanine nucleotide exchange factor 3 (Homo sapiens), O95398 | EPAC1 agonist qHTS, biochemical assay; response scale: 100% = response to 6.5 mM cAMP | Potency, µM (titrated, usually from 154 µM), for the others: at the top dose activation, usual class: activators; further: nearly all actives have a fitted effect of over 60% in size
#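 Read-out is the fluorescence drop as BODIPY-GDP leaves Rap1B (480 nm excitation, 540 nm emission), recorded every 5 minutes over 30 minutes. Reactions held 100 nM EPAC1, 250 nM Rap1B–BODIPY-GDP and 50 uM GDP, with 6.5 mM cAMP setting full activation.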
# EPAC1 antagonist: qHTS for Antagonist of cAMP-regulated guanine nucleotide exchange factor 3 (EPAC1): primary screen; Rap guanine nucleotide exchange factor 3 (Homo sapiens), O95398; EPAC1 GEF assay, Rap1b-BODIPY-GDP exchange fluorescence; Potency, µM (series often up to 115 µM), inactives show at the highest dose activity change, negative = inhibition, most hits filed as inhibitors; hit rate 0.14% among 360,000;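 further: plate controls were vehicle for no effect and positive control for full effect; nearly all actives have a fitted effect of over 50% in size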
# EPAC2 agonist: qHTS for Agonist of cAMP-regulated guanine nucleotide exchange factor 4 (EPAC2): primary screen. Rap guanine nucleotide exchange factor 4 (Homo sapiens), Q8WZA2. EPAC2 activation, biochemical qHTS; response scale: 100% = 6.5 mM cAMP response. Potency, µM (highest dose often 154 µM), for inactives: at the top dose activation, actives largely listed as activators. hit rate 0.079% among 360,000. AID 720711, 2013; further: nearly all actives have a fitted effect of over 50% in size
#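 Each well held 100 nM EPAC2, 250 nM RAP1B-BODIPY-GDP and 50 uM GDP. Fluorescence, read at 5-min intervals to 30 min, was referenced to a 6.5 mM cAMP positive control.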
# TDP-43 yeast inh: qHTS of TDP-43 Inhibitors. TDP-43 expressing yeast growth rescue, BacTiter-Glo, 24 h. Potency, µM (highest dose often 46.1 µM), for the others: at the highest dose growth rescue (activation), most hits filed as activators. hit rate 1.8% among 410,000; further: % of control where 0% means no effect; nearly all actives have a fitted effect of over 50% in size
#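 Growth rescue of TDP-43-toxic yeast measured as ATP luminescence (BacTiter-Glo). Cells grown to mid-log in raffinose, induced in galactose at OD600=0.02, exposed to compound 24 hr at 30 deg C.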
# FUS yeast rescue: qHTS for Suppressors of FUS Proteinopathy: Primary screen using FUS-linked yeast assay. S. cerevisiae FUS-expressing, growth rescue, OD600, 24 h. Potency, µM (series often up to 76.6 µM), inactives show at the top dose growth rescue (activation), most hits filed as activators. hit rate 0.24% among 390,000;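 further: plate controls were DMSO vehicle for no effect and reference control for full effect; nearly all actives have a fitted effect of over 55% in size; some results filed as inactive show a strong effect at the top dose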
#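 FUS-expressing yeast, raffinose-pregrown, induced in 2% galactose minimal medium at OD 0.005; compounds in a dilution series, 24hr at 30C. Growth restoration read as absorbance at 600 nm. CP55940 positive control, DMSO negative.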
# aSyn rescue: qHTS of alpha-syn Inhibitors; Yeast expressing alpha-synuclein, growth rescue, BacTiter-Glo, 24 h; Potency, µM (series often up to 46.1 µM), without a hit: top-dose growth rescue (activation), usual class: activators; hit rate 0.14% among 370,000; AID 652106, 2013; further: % of control where 0% means no effect; nearly all actives have a fitted effect of over 65% in size
#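 Screening used galactose-induced yeast with toxic alpha-synuclein levels, exposed to compound for 24 hr at 30 deg C. Cell growth, read with BacTiter-Glo luminescence, gave the measured signal.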
# PTHR1 agonist: qHTS for PTHR1 Agonists: Primary Screen; HEK293 GP2 PTHR1 cells, GloSensor cAMP luminescence, 1 h; Potency, µM (titrated, usually from 115 µM), without a hit: top-dose activation, hits mostly activators; hit rate 0.075% among 410,000; AID 743266, 2014; further: nearly all actives have a fitted effect of over 55% in size; some results filed as inactive show a strong effect at the top dose; inactives centre near -15; many of its hits are not listed in these tables
# Target sequence (Q03431 whole entry, looked up): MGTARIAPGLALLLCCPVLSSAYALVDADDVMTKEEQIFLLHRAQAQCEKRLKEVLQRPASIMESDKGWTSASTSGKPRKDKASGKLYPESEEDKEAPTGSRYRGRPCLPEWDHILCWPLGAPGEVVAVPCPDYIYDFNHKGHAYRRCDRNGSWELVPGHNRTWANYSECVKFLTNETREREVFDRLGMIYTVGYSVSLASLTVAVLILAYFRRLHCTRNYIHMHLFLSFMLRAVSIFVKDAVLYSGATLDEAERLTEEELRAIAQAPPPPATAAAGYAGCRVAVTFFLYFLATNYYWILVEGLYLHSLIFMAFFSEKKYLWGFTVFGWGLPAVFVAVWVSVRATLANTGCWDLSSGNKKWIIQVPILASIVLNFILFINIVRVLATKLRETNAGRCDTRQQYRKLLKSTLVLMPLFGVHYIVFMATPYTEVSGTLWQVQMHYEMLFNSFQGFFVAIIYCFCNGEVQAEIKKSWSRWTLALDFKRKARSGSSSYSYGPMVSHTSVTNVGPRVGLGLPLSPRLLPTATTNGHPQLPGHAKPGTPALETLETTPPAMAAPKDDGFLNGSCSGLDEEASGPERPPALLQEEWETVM
#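 HEK-293-derived GP2 cells expressing PTHR1 and a GloSensor cAMP reporter, 3,000/well, plated overnight, given luciferin plus IBMX (each 0.5 mM as added) for 1 h at 37 °C, then compound for 1 h at 37 °C. Luminescence was read after 15 min at room temperature.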
# EPAC2 antag: qHTS for Antagonist of cAMP-regulated guanine nucleotide exchange factor 2 (EPAC2): primary screen | hit rate 0.18% among 360,000 | Potency, µM (doses to about 114 µM), without a hit: at the top dose activity, negative = inhibition, hits mostly inhibitors | Rap guanine nucleotide exchange factor 4 (Homo sapiens), Q8WZA2 | EPAC2 GEF exchange of Rap1B-BODIPY-GDP, fluorescence; further: on the % scale 0 is the no-effect control and ±100 the full control effect; nearly all actives have a fitted effect of over 45% in size; many of its hits are not listed in these tables
# The depositor's hits bear a star; i = inactive; u = inconclusive; x = not tested or not shown; [ ] = remark or other dose. The call rests on the fitted dose curve; in most records, active means well fitted curve in the direction sought with a large enough effect; inconclusive means small, poorly fitted or top-dose-only effect, or another doubt; inactive means no such curve, though single readings can be large; an effect the other way counts as inactive or inconclusive. Potency means the concentration at half of the fitted maximal effect.
SMILES,EPAC1 ag,EPAC1 antagonist,EPAC2 agonist,TDP-43 yeast inh,FUS yeast rescue,aSyn rescue,PTHR1 agonist,EPAC2 antag
Cc1ccc(C(=O)N2NC(c3ccc(F)cc3)C3C(=O)N(c4ccc(C)cc4)C(=O)C32)cc1 (stereo not drawn),-6%,-20%,9%,-15%,20%,-3%,-2%,10%
Cc1ccc(NC(=O)c2cc(S(=O)(=O)N3CCCCC3)ccc2N2CCOCC2)c(C)c1,15%,-3%,-6%,18%,-3%,1%,-10%,-7%
CSC1=NCCN1C(=O)C(C)(C)Oc1ccc(Cl)cc1,-6%,-11%,3%,-2%,-28%,3%,-52%[inhibitor],u
CN(C)C(=O)CCc1ccc2c3c([nH]c2c1)[C@]1(C)[C@@H](C(=O)N2CCCCC2)C[C@H](CC(=O)NC(C)(C)C)C(=O)N1CC3,12%,-4%,2%,8%,3%,-8%,i,1%
COc1ccc(C)cc1NC(=O)CSc1nnnn1C1CCCC1,-12%,-15%,5%,6%,11%,-2%,i,0%
CC(C)c1ccc(C2(O)C(=O)Nc3cc(Br)ccc32)c(O)c1 (stereo not drawn),3%,-18%,3%,-11%,5%,17%,-8%,-13%
CN(C)C(=O)COc1ncnc2sc(-c3ccccc3)cc12,5%,-6%,5%,18%,-21%,7%,-11%,-4%
Cc1ccc(NC(=O)c2ccco2)nc1,-6%,6%,9%,-17%,-1%,-13%,-18%,17%
N#CCOC(=O)C1c2ccccc2Oc2ccccc21,7%,-10%,-2%,u,14%,9%,i,-27%
CCOC(=O)c1sc(NC(=O)c2ccc(S(=O)(=O)N3CCCCCC3)cc2)nc1-c1ccccc1,9%,-16%,4%,14%,x,-1%,-35%[inhibitor],8%
CCCC(=O)Nc1ccc(C(=O)Nc2cccc(OC)c2)cc1,9%,-14%,6%,19%,14%,9%,-15%,-11%
CN(Cc1ccccc1)C(=O)COc1ccc(N(C)S(=O)(=O)c2ccc(F)cc2)cc1,-2%,-11%,2%,11%,21%,3%,0%,-17%
CCOC(=O)C1CCCN(C(=O)c2ccc3c(c2)N(C)C(=O)/C(=C/c2ccccc2Cl)S3)C1 (stereo not drawn),7%,-6%,15%,27%,u,5%,-33%[inhibitor],-9%
CN1CCN(c2ccc(S(=O)(=O)N3CCCCC3)cc2NC(=O)c2cccc([N+](=O)[O-])c2)CC1,-5%,-16%,15%,3%,-14%,1%,7%,7%
COc1ccc(-c2csc(NC(=O)C3CSC4(C)CCC(=O)N34)n2)cc1 (stereo not drawn),-2%,-17%,2%,16%,0%,20%,-15%,6%
Fc1ccccc1SCc1nnc(-c2ccccc2Br)o1,7%,2%,6%,22µM*,14%,13%,-51%,-18%
Cn1c(=O)c(=O)n(C)c2cc(S(=O)(=O)Nc3ccc4c(c3)OCCO4)ccc21,-2%,13%,-5%,1%,12%,-11%,-8%[57.5 µM],1%
COc1ccc(-c2cc(C(=O)N3CCN(Cc4ccc5c(c4)OCO5)CC3)on2)cc1OC,10%,0%,4%,u,12%,3%,-21%,-8%
O=S(=O)(NCC(c1ccco1)N1CCc2ccccc2C1)c1ccc(Br)cc1 (stereo not drawn),11%,-7%,7%,-3%,8%,3%,-14%,-10%
COc1ccc(NC(=O)CSc2nnc(N)s2)c([N+](=O)[O-])c1,9%,-8%,4%,1%,-3%,1%,-4%,-3%
CN(C)C(=O)N1CCC(C(=O)NCC2CCCO2)CC1 (stereo not drawn),-3%,11%,4%,-22%,-5%,1%,-3%[57.5 µM],10%
Cc1ccc(CSc2nc3ccccc3cc2C=O)cc1,17%,-9%,11%,-15%,2%,5%,-14%[57.5 µM],-5%
COc1ccc(NC(=O)CCC(=O)OC(C(=O)c2ccccc2)c2ccccc2)cc1 (stereo not drawn),-2%,-9%,-2%,15%,18%,2%,0%[57.5 µM],2%
CC(C)N=C(Nc1ccc(Cl)cc1)c1cccnc1,-9%,2%,1%,-3%,0%,6%,-13%[57.5 µM],6%
Cc1nc2ccccn2c1/C(O)=C1\C(=O)C(=O)N(CCN(C)C)C1c1ccco1 (stereo not drawn),-2%,-4%,3%,-8%,0%,0%,i,-5%

# Reformatted: entries from further up.
SMILES | EPAC1 ag | EPAC1 antagonist | EPAC2 agonist | TDP-43 yeast inh | FUS yeast rescue | aSyn rescue | PTHR1 agonist | EPAC2 antag
COc1ccc(-c2cc(C(=O)N3CCN(Cc4ccc5c(c4)OCO5)CC3)on2)cc1OC | 10% | 0% | 4% | u | 12% | 3% | -21% | -8%
O=S(=O)(NCC(c1ccco1)N1CCc2ccccc2C1)c1ccc(Br)cc1 (stereo not drawn) | 11% | -7% | 7% | -3% | 8% | 3% | -14% | -10%
COc1ccc(NC(=O)CSc2nnc(N)s2)c([N+](=O)[O-])c1 | 9% | -8% | 4% | 1% | -3% | 1% | -4% | -3%

# (next part)
SMILES,EPAC1 ag,EPAC1 antagonist,EPAC2 agonist,TDP-43 yeast inh,FUS yeast rescue,aSyn rescue,PTHR1 agonist,EPAC2 antag
COc1cc(/C=C2\SC(=S)N(Nc3ccccc3)C2=O)ccc1O,-16%,-20%,12%,-36%[inhibitor],4%,-15%,-30%,-14%
Cc1cccc2sc(NC(=O)CSc3nnnn3C)nc12,5%,-14%,-8%,8%,14%,1%,-24%,-11%
O=C(CSc1ccc(Br)cc1)Nc1cccc(S(=O)(=O)N2CCOCC2)c1,20%,-22%,6%,1%,17%,-9%,-19%,-14%
CC(C)NC(=O)CSc1ccccc1C(=O)N1CCN(S(=O)(=O)Cc2ccccc2)CC1,6%,-24%,-8%,-4%,12%,-1%,-18%,-3%
Cc1cnc(CN(C)Cc2c(C(=O)N3CCc4ccccc4C3)nc3ccc(Cl)cn23)[nH]1,3%,-16%,4%,-17%,14%,6%,i,-7%
COc1ccc(N(CC(=O)N2CCOCC2)S(C)(=O)=O)cc1Cl,1%,3%,2%,-12%,-4%,-4%,i,6%
Cc1nn(CC(=O)NC2CCCCC2)c(=O)c2cccn12,9%,7%,3%,0%,-30%,2%,i,6%
CCOc1ccccc1OCCOc1ccc(F)cc1,8%,-17%,12%,16%,-27%,-14%,i,-2%
O=C1NC[C@H](CCCCN2C[C@H](Cc3ccc(O)cc3)N(CCC3CCCCC3)C(=O)C2=O)N(CCC2CCCCC2)C1=O,3%,-14%,-2%,7%,22%,5%,5%,-13%
NC(=O)c1ccc(NC(=O)COC(=O)C2(c3cccc(F)c3)CCCC2)cc1,-1%,-20%,11%,-9%,2%,0%,-34%[inhibitor],-14%
CN(C(=O)c1cccc(NC(=O)Cc2cccc(NC(=O)C3CCN(C(=O)C4CC4)CC3)c2)c1)C1CCC1,-25%,0%,8%,16%,13%,-1%,-2%,-5%
Cc1ccc(S(=O)(=O)Nc2ccc(Cl)cc2C(=O)c2ccc(F)cc2)cc1,15%,-5%,-5%,0%,-20%,1%,-5%,-9%
O=C(CSc1nnc(CNc2ccc(F)cc2)n1CC1CCCO1)N1CCOCC1 (stereo not drawn),8%,-22%,19%,-9%,-18%,-1%,-10%,-7%
Cc1cc(NC(=O)c2cccc(S(=O)(=O)N3CC(c4ccccc4)CC3=O)c2)no1 (stereo not drawn),23%,u,16%,0%,8%,-8%,i,9%
Nc1nnc(SCCCC(=O)c2ccc(F)cc2)s1,10%,-13%,2%,5%,x,0%,-27%,5%
CN1C(=O)C(C)(C)c2cc(S(=O)(=O)N3CCC(C(=O)NCc4ccc(Cl)cc4)CC3)ccc21,7%,6%,8%,0%,13%,-7%,i,-9%
Nc1[nH]n(-c2ccccc2)c(=O)c1N=Nc1ccccc1[N+](=O)[O-],9%,11%,4%,u,27%,-1%,-1%[57.5 µM],-2%
C/C(=N\NC(=O)c1cc(O)ccc1O)c1cccc(NC(=O)c2ccc(Cl)cc2)c1,7%,50µM*,19%,4%,16%,-3%,-1%,-3%
COc1cccc(NC(=O)NNC(=O)c2ccc3c(c2)NC(=O)C(C)(C)O3)c1,-14%,13%,3%,0%,2%,-1%,-28%,14%
Cc1nonc1OCC(C)(COc1nonc1C)NC(=O)c1ccc(Cl)cc1,11%,2%,9%,6%,31%,6%,i,-5%
O=C1CCC(/C=C/c2ccccc2)=NN1Cc1ccccc1,12%,-14%,19%,13%,21%,8%,-6%,-14%
O=C(O)c1cccc(NC(CNS(=O)(=O)c2ccc(Cl)cc2)c2ccccc2)c1 (stereo not drawn),5%,-5%,4%,18%[9.22 µM],34%,2%,-12%,-3%
CCOc1ncccc1C(=O)OCC(=O)Nc1ccc(C(N)=O)cc1,18%,1%,2%,-1%,-2%,4%,-22%,0%
O=C(O)c1cccc(Nc2ccncc2[N+](=O)[O-])c1,8%,-2%,1%,-22%,-5%,1%,i,-6%
COc1cc(NS(=O)(=O)c2ccc(NC(=O)COc3ccc(C)cc3)cc2)nc(OC)n1,6%,-2%,-8%,-21%,u,7%,-7%[57.5 µM],7%
CC(C)(CO)NCc1ccccc1OCC(=O)Nc1ccccc1,1%,-8%,13%,-2%,-10%,12%,i,-3%
CCOC(=O)C1=C(C)N=c2sc(=Cc3ccc(OCC(=O)O)cc3)c(=O)n2C1c1ccc(Cl)cc1 (stereo not drawn),-42%[inhibitor],u,-14%,u,u,-57%[inhibitor],-95%[inhibitor],60%[activator]
CCC1(C)Cc2c(sc3c2c(=O)n(-c2ccccc2)c(=O)n3C)CO1 (stereo not drawn),3%,4%,5%,-1%,-1%,-7%,i,0%
C=CCn1c(SC)nnc1-c1cccc([N+](=O)[O-])c1,-3%,14%,6%,24%,x,5%,i,4%
COc1ccccc1NC(=O)N(Cc1ccccc1)c1ccccn1,21%,-21%,23%,18%,1%,16%,-15%[57.5 µM],2%

# Copied from the entries so far, 3 compounds:
SMILES,EPAC1 ag,EPAC1 antagonist,EPAC2 agonist,TDP-43 yeast inh,FUS yeast rescue,aSyn rescue,PTHR1 agonist,EPAC2 antag
CCC1(C)Cc2c(sc3c2c(=O)n(-c2ccccc2)c(=O)n3C)CO1 (stereo not drawn),3%,4%,5%,-1%,-1%,-7%,i,0%
C=CCn1c(SC)nnc1-c1cccc([N+](=O)[O-])c1,-3%,14%,6%,24%,x,5%,i,4%
COc1ccccc1NC(=O)N(Cc1ccccc1)c1ccccn1,21%,-21%,23%,18%,1%,16%,-15%[57.5 µM],2%

# Only part of the results is shown. The share of hits here may be higher or lower than overall.
